D2 antag: antagonizes the human D2 dopamine receptor; P14416; 340,000 compounds, 2% hits; inhibition, % at 10 µM; HEK293 TREx D2 cells, calcium flux, dopamine EC80; in the data active = inhibition above about 30%; also: 0% is about no effect
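Compounds are added to dye-loaded, induced HEK293 T-REx cells coupled to calcium release via D2; after a 3 min kinetic read an EC80 dopamine stimulus is given and fluorescence is recorded for 3 more min.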
RGS4 inh: blocks human RGS4-accelerated GTP hydrolysis; P49798; Transcreener GDP fluorescence polarization, RGS4-accelerated GTP hydrolysis; Potency, µM (highest dose often 114 µM), inactives show top-dose activity change, negative = inhibition, hits mostly inhibitors; 390,000 compounds, 0.039% hits; also: potency is read from the fitted curve at half-maximal effect; % is scaled to controls: 0 for no effect and ±100 for the full control effect; nearly all actives have a fitted effect of over 75% in size; some results filed as inactive show a strong effect at the top dose
Target sequence (P49798 whole entry, looked up): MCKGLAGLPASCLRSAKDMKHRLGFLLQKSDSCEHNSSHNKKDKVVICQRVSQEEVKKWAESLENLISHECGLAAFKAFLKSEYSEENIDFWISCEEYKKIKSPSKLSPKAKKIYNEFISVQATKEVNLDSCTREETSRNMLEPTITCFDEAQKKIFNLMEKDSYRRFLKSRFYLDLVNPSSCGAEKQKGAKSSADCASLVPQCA
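MLSMR compounds (23 nl, pin-transferred) preincubated 10 min at room temperature with a 500nM (2x) first reagent, then RGS4 at 900nM (2x) plus Transcreener GDP mix added; fluorescence polarization (620/688 nm) read before and after 90 min at 30 °C.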
Vif-APOBEC3F blk: inhibitors of Vif-A3F interaction | HeLa A3F-eYFP + Vif (tagged APOBEC3F with the HIV-1 protein that degrades it), YFP fluorescence increase | Potency, µM (series often up to 46.1 µM), for inactives: at the highest dose activity, negative = active | 390,000 compounds, 0.2% hits; also: potency is read from the fitted curve at half-maximal effect; % of control where 0% means no effect; nearly all actives have a fitted effect of over 65% in size
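Fluorescence increase (Ex 488/Em 500-530) after overnight compound treatment at 37 deg C flags inhibition of Vif-driven A3F-eYFP loss in stable HeLa A3F-eYFP/Vif cells seeded overnight beforehand.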
ERG-DNA inh: ERG Ets/DNA interaction inhibition | Potency, µM (doses to about 76.9 µM), inactives show top-dose FP activity, negative = inhibition, actives largely listed as inhibitors | 370,000 compounds, 0.028% hits | P11308 | fluorescence polarization, His-ERG Ets domain / labelled DNA; active = well fitted inhibition curve with a large enough effect in the polarisation, with a control signal flat; inconclusive = small, poorly fitted or top-dose-only effect, or effect the other way, or a change in a side signal; inactive = no such curve, though single readings can be large or run the other way; the % refers to the polarisation;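 also: polarization taken with two DNA probes labelled with fluorescein and Texas red; potency is read from the fitted curve at half-maximal effect; % of control where 0% means no effect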
Target sequence (P11308 whole entry, looked up, the tested form may be a part): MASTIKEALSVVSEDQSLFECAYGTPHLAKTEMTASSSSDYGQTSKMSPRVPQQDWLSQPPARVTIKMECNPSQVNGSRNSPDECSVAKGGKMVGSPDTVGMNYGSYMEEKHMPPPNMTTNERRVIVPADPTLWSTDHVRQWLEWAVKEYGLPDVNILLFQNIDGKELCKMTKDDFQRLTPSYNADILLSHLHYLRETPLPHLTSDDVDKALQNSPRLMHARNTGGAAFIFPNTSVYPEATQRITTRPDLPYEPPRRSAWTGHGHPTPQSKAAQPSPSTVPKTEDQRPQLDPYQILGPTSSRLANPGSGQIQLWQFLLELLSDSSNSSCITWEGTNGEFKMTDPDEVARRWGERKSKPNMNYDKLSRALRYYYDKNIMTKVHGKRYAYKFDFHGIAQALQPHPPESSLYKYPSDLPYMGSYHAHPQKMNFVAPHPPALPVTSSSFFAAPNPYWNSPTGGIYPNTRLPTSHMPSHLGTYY
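His-tagged ERG Ets domain (1 uM in the protein solution; 300mM KCl, 50mM Tris-HCl, 1mM EDTA, 1mM DTT, pH 7.5) received compound, then a probe mix of 5 nM fluorescein-DNA and 100nM Texas-615-DNA. Fluorescence polarization was read for both dyes.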
D2 agonist: agonists of human D2 dopamine receptor. P14416. HEK293 T-REx D2 cells, calcium flux agonist mode. activation, % at 2 µM. 340,000 compounds, 0.53% hits;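 active = activation over 3 SD above normal in the single-dose calcium agonist read, cut at about 30% in these data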; also: 0% is about no effect
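HEK293 Trex D2 cells, tetracycline-induced, o/n 30 C 5% CO2; no-wash Ca dye, RT 30–90 min; 10-cycle baseline, 23 nl cpd added, kinetic Ca read 180 s; agonist hits = positive Ca response.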
GRP78 ERSR act: ER stress response induction in glioma; U87-MG GRP78 promoter luciferase reporter, 16 h; 420,000 compounds, 0.02% hits; Potency, µM, inactives show top-dose activation, usual class: activators; also: potency is read from the fitted curve at half-maximal effect; series mostly up to about 76 µM; % of control where 0% means no effect; nearly all actives have a fitted effect of over 35% in size
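Stably transfected U87-MG human glioma cells carrying a GRP78-based luminescent sensor were seeded at 1000 cells/well, pin-dosed with compounds and incubated 16 h. Luciferase reagent was then added, and end-point luminescence was read after 10 min at room temperature.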
12-LOX inh: blocks human arachidonate 12S-lipoxygenase. 580,000 compounds, 1.1% hits. Potency, µM (titrated, usually from 108 µM), for inactives: at the highest dose activity change, negative = inhibition, actives largely listed as inhibitors. P18054. purified 12hLO, xylenol orange hydroperoxide absorbance; also: potency is read from the fitted curve at half-maximal effect; % is scaled to controls: 0 for no effect and ±100 for the full control effect
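Purified human 12hLO (150 nM final) in 25 mM Hepes, 0.01% Triton X-100, pH 7.0 was preincubated 15 min at room temperature with compound. Then 40 uM arachidonic acid was added, 30 min. Hydroperoxide was read by Fe-XO absorbance ratio 573/405 nm.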
Vif-APOBEC3G blk: blocks the Vif interaction with human APOBEC3G. Potency, µM (highest dose often 46.1 µM), inactives show top-dose activity, negative = active, actives largely listed as inhibitors. 410,000 compounds, 0.076% hits. HeLa A3G-eYFP + Vif (tagged APOBEC3G with the HIV-1 protein that degrades it), YFP fluorescence, overnight. AID 602310;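 also: potency is read from the fitted curve at half-maximal effect; % is scaled to controls: 0 for no effect and ±100 for the full control effect; nearly all actives have a fitted effect of over 60% in size; hits raise eYFP signal because A3G escapes Vif-driven loss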
Target sequence (Q9HC16 whole entry, looked up): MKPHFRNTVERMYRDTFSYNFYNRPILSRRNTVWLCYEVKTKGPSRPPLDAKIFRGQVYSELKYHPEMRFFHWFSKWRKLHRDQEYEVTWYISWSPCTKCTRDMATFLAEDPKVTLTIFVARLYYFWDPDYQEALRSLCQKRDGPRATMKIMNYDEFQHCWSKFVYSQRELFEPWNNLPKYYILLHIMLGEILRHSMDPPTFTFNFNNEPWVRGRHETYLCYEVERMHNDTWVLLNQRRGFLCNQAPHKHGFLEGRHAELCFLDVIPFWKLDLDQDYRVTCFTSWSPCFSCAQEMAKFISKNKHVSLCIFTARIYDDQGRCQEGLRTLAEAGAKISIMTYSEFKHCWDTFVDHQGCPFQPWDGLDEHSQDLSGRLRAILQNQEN
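HeLa cells stably expressing Vif and C-terminally eYFP-tagged A3G, seeded overnight at 37 deg C, then exposed to compound by pintool overnight at 37 deg C. Rise in yellow fluorescence (Ex 488/Em 500-530, Acumen) marks blocked Vif-driven A3G degradation.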
LDHA block: blocks human lactate dehydrogenase A | purified LDHA, NADH/diaphorase-resazurin fluorescence; stronger effect = lower value | activity change, % (values are at about 110 or 230 µM) | 480,000 compounds, 0.15% hits | AID 1347041; in the data active = activity change below about -30%; inconclusive = mostly about -25% to -30%;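 also: plate controls were DMSO wells for no effect and wells without enzyme for full effect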
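Remaining NADH was detected by diaphorase (0.133 mg/mL) converting 37 µM resazurin to fluorescent resorufin, read at 0 and 20 minutes. The preceding 5-minute room-temperature reaction used 2 nM LDHA, 0.2 mM sodium pyruvate and 0.06 mM NADH at pH 7.4.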
The depositor's hits bear a star; ? = inconclusive; nt = not tested or not shown; & = joins results of further samples; [ ] = dose if it differs, or a comment. Unless noted, calls follow the shape of the dose curve; as a rule, active = well fitted curve in the direction sought with a large enough effect; inconclusive = small, poorly fitted or top-dose-only effect, or another doubt; inactive = no such curve, though single readings can be large; an effect the other way counts as inactive or inconclusive.

SMILES	D2 antag	RGS4 inh	Vif-APOBEC3F blk	ERG-DNA inh	D2 agonist	GRP78 ERSR act	12-LOX inh	Vif-APOBEC3G blk	LDHA block
Cc1ccc2nc(C)cc(SCC(=O)N/N=C/c3ccco3)c2c1	3	-14%	1%	1%	1.5	-7%	1%	-14%	-2
O=C(COc1ccc(Br)cc1Cl)NCCCN1CCOCC1	-4	-35%	4%	-9%	0.5	-7%	?	-1%	-2
Cc1ccc(-n2nc3c(=O)n(CC(=O)NCCc4cccs4)nc(C)c3c2C)cc1	-25	18%[11.4 µM]	-2%	0%	0.1	-5%	-13%	2%	-2
CCCCN(C(=O)CN1C(=O)C2CC=CCC2C1=O)c1c(N)n(CCC)c(=O)[nH]c1=O (stereo not drawn)	nt	7%	-1%	2%	0.8	-3%	-22%	1%	0
COc1ccc(/C=C(/C#N)C(=O)NC2CCCCC2)cc1Br	5	6%	6%	0%	1.1	-8%	-3%	-5%	-5
COc1ccc(CN(C)S(=O)(=O)c2nnc(NC(=O)c3cccc(F)c3)s2)cc1OC	9	-5%	1%	1%	0.6	-2%	-7%	-5%	-4
CCN(CC(=O)N1CCOCC1)S(=O)(=O)c1ccc2ccccc2c1	9	-6%	8%	-6%	1.4	-4%	6%	5%	-9
Cc1cc(=O)[nH]c(Nc2cccc(C(F)(F)F)c2)n1	13	4%	4%	5%	-1.5	-11%	3%	2%	-3
C#CC1(NC(=O)NS(=O)(=O)c2ccc(C)cc2)CCCCC1	2	-4%	0%	5%	2.4	0%	0%	-1%	-5
Cc1cc(C(=O)NCCC2=CCCCC2)c(C)o1	2	-13%	1%	-9%	0.1	-2%	?	-2%	2
Cc1nn(C)cc1/C=N\NC(=O)c1ccc(Cn2cc(Cl)cn2)cc1	nt	-15%	?	-14%	nt	-1%	6%	0%	-1
Cc1ccc(N2C(=O)CCC2=O)c(C)c1	nt	18%	1%	-1%	nt	-3%	190%[activator]	1%	2
O=C(Nc1ccccn1)C1CCN(C(=O)c2ccc(Cl)cc2)CC1	nt	nt	-1%	nt	nt	-4%	6%	4%	2
COc1ccc(Cc2[nH]n3c(=O)cc(C(C)C)nc3c2-c2ccccc2)cc1	9	3%	-14%	6%	-0.5	-6%	15%	-30%	-4
Cc1ccc(NC(=O)c2cnccn2)cc1S(=O)(=O)N1CCCCCC1	nt	-16%	1%	-11%	nt	-5%	-9%	1%	1
COc1ccc2c(c1)Cc1sc(NC(=O)c3cccnc3)nc1-2	2	13%	-1%	1%	4.4	2%	-22%	0%	7
CC(C)(C)c1ccc(OCCCC(=O)Nc2ccc(S(N)(=O)=O)cc2)cc1	9	2%	-21%	1%	0.7	-1%	-7%	-4%	-9
Cc1cc(Nc2ccccc2C(=O)O)n(-c2ccc([N+](=O)[O-])cc2)n1	14	-18%	6%	-11%	0.1	0%	0%	-4%	-2
CC(C)Sc1nsc2nc(=O)c(/C=C3\C=Nc4ccccc43)c(N)n12	-5	-39%[56.9 µM]	-5%	-6%	-1.1	9%	-7%	1%	-2
CC1=C(C(=O)OCc2ccccc2)C(c2ccc([N+](=O)[O-])cc2)NC(=O)N1CCCC(=O)O (stereo not drawn)	6	-32%	5%	-10%	-0.7	-3%	-50%	0%	1
Cc1cc2n(n1)CCC(=O)N2Cc1ccc(C(=O)Nc2cc(Cl)ccc2C)cc1	nt	4%	-9%	0%	-0.1	-2%	-28%	2%	-7
Cc1c(C)c2c(OCC(=O)NCc3cccnc3)cc3c(c2oc1=O)CCC(C)(C)O3	13	-23%	7%	0%	-1.4	-1%	8%	1%	5
CCCC1=C(C(=O)OCC)C(c2ccc(O)cc2)n2ncnc2N1 (stereo not drawn)	-6	20%	-3%	0%	0.3	-1%	-3%	-8%	-1
CCOC(=O)CC(=O)CSc1nnc2c(n1)[nH]c1ccccc12	12	-28%	4%	0%	-0.2	3%	0%	-1%	-3
Cc1cc(SCC(=O)Nc2ccc3[nH]c(=O)[nH]c3c2)nc2ccccc12	nt	?	-9%	10%	nt	-3%	?	-7%	2

(continued)
SMILES	D2 antag	RGS4 inh	Vif-APOBEC3F blk	ERG-DNA inh	D2 agonist	GRP78 ERSR act	12-LOX inh	Vif-APOBEC3G blk	LDHA block
COc1ccc(-c2csc(NC(=O)c3ccc(OCC(=O)N4CCOCC4)c(OC)c3)n2)cc1	10	-47%	13%	-6%	0.1	4%	-22%	-6%	-1
Clc1cccc(-c2nc3c4ccccc4ccn3c2Cc2ccccc2)c1	nt	nt	nt	nt	nt	1%	3%	-4%	-5
Cc1ccc(-c2cn3cccnc3n2)cc1NC(=O)Nc1ccc(F)cc1	nt	-20%	-1%	-23%	-1.3	-4%	-19%	-1%	0
CCOCCOC(=O)c1ccc(-n2cnc(C)n2)nc1	1	-14%	-1%	0%	1.0	-2%	-7%	1%	-3
COC(=O)c1ccc(COc2ccc3c(C)c(C)c(=O)oc3c2C)o1	16	-13%	0%	0%	1.1	0%	nt	2%	-4
COCCN1C(=O)C(CC(=O)Nc2ccc(C(=O)O)cc2)SC1=Nc1ccccc1 (stereo not drawn)	16	-4%	1%	1%	0.2	-3%	5%	0%	-2
CC1Cc2ccccc2N1S(=O)(=O)c1cccc(C(=O)NCc2ccccn2)c1 (stereo not drawn)	1	-11%	0%	3%	0.0	-5%	25%	4%	-1
COC(=O)c1ccc(NC(=S)N2CCN(CCO)CC2)cc1	1	-18%	0%	-6%	0.3	-5%	6%	1%	-7
O=C(Nc1ccc(N2CCOCC2)cc1)C1(c2ccc(Cl)cc2)CCC1	8	-14%	14%	2%	2.4	-1%	-14%	-7%	2
CCc1nc(CNC(=O)C2CCC(=O)N(Cc3cccc(OC)c3)C2)no1 (stereo not drawn)	-9	2%	-2%	1%	-0.2	-3%	14%	0%	-3
CCOC(=O)Cn1c(=O)oc2cc(S(=O)(=O)N(C)Cc3ccco3)ccc21	-19	-17%	-2%	12%	0.2	-2%	5%	-1%	-6
CC(NC(=O)c1cccs1)c1ccccc1 (stereo not drawn)	nt	6%	4%	6%	nt	-6%	?	1%	-13
Cn1c(CNC(=O)CCNC(=O)c2cccc(Br)c2)cc(=O)n(C)c1=O	18	37%	-23%	-1%	-1.6	-2%	8%	5%	-5
O=C(NCc1cccs1)c1cccc(N2CCCC2=O)c1	-20	18%	6%	-7%	0.0	-1%	-23%	0%	-2
O=C(NCC(c1ccco1)N1CCCCC1)c1ccc(OCc2ccccc2)cc1 (stereo not drawn)	-14	-18%	-8%	9%	-0.9	-6%	-4%	3%	-2
COc1ccc(-c2nnn(CC(=O)c3ccccc3)n2)cc1OC	-2	-2%	-8%	nt	-1.8	-2%	-7%	1%	-2
O=C(O)c1cccc(N2C(=O)C3CC=C(Cl)CC3C2=O)c1 (stereo not drawn)	6	?	-7%	-10%	0.5	-4%	4%[57.4 µM]	0%	-9
Cc1ccc2c(c1)[C@H]1[C@H](CO2)[C@H](c2ccccc2)[C@]2(C)C(=O)Nc3cc(Cl)ccc3C(=O)N12	-5	-7%	-8%	10%	-0.1	-1%	nt	?	-7
c1ccc(C[C@H]2CN=C(Nc3ccccc3)N2CC2CCCCC2)cc1	nt	0%	1%	-6%	nt	-7%	?	6%	-3
C[C@@H]1CCCCO[C@H](CN(C)C(=O)Cc2ccccc2)[C@H](C)CN([C@@H](C)CO)C(=O)c2cc(NC(=O)Nc3ccc(F)cc3)ccc2O1	nt	nt	-3%	nt	nt	-1%	?	-8%	0
COc1ccc(CCNc2nc(SCc3cccc(Cl)c3)nc3ccccc23)cc1OC	nt	-11%	-3%	-2%	0.4	-3%	0%	-3%	0
CCOC(=O)Nc1n[nH]c(NC(=O)OCC)c1[N+](=O)[O-]	9	17%	5%	-9%	1.7	5%	1%	-3%	-5
Cn1c(CNC(=O)CCNC(=O)c2cccc(F)c2)cc(=O)n(C)c1=O	1	27%	1%	-9%	0.7	-4%	-5%	0%	-10
CCC(C)Nc1nc2c(c(=O)n(C)c(=O)n2C)n1Cc1ccc(F)cc1 (stereo not drawn)	29	2%	1%	nt	-0.1	-3%	-3%[57.4 µM]	1%	1&3
COC(=O)C1=C(C)N=c2s/c(=C/c3cccs3)c(=O)n2C1c1cccs1 (stereo not drawn)	-14	-39%[56.9 µM]	?	4%	0.8	-6%	0%	1%	-1

Other results
SMILES	D2 antag	RGS4 inh	Vif-APOBEC3F blk	ERG-DNA inh	D2 agonist	GRP78 ERSR act	12-LOX inh	Vif-APOBEC3G blk	LDHA block
NS(=O)(=O)c1ccc(CCNc2cc(=O)n(Cc3ccc(F)cc3)c(=O)[nH]2)cc1	5	3%	1%	6%	1.1	-2%	-1%	1%	3
CCn1c(=O)n(CC(=O)NC2CCCC(C)C2C)c(=O)c2ccccc21 (stereo not drawn)	-11	-19%	-13%	-8%	-0.4	-2%	90%[activator]	-7%	-7
NS(=O)(=O)c1ccc(NC(=O)c2ccc(OCC3CCCO3)cc2)cc1 (stereo not drawn)	nt	-7%	6%	23%	nt	-3%	?	-3%	-3
CCOC(=O)c1c[nH]c(=S)n1C	6	11%	0%	3%	0.5	-6%	?	0%	-2
O=C(NCc1cccnc1)c1ccc(Cl)cc1[N+](=O)[O-]	-1	-22%	3%	6%	-0.1	-8%	13%	0%	0
COc1ccc2c(C(=O)c3ccc(Cl)cc3)n(CCCC(N)=O)[n+]([O-])c2c1	5	14%	2%	-7%	-0.1	-2%	-19%	5%	3

From PubChem BioAssay

Some of the compounds tested; rates above refer to the full screens.
